Screening results from PubChem BioAssay.
PAFAH2 FP inh: PAFAH2 (human) inhibition; Q99487; inhibition, % at 3.39 µM; recombinant PAFAH2, FP-rhodamine activity probe, fluorescence polarization; hit rate 0.99% among 340,000;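 active = inhibition above the mean over all tested compounds plus 3 SD, cut at about 30% in these data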;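 note: inhibitors block probe labeling of enzyme so polarization drops; 0% = enzyme with DMSO and 100% = wells lacking PAFAH2 protein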
LYPLA1 counter: blocks human lysophospholipase 1, a PME1 counter-screen. hit rate 0.16% among 320,000. recombinant LYPLA1, FP-Rh probe fluorescence polarization. inhibition, % at 5.9 µM. AID 2174;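 active = inhibition above the mean of all tested compounds plus 3 SD, set per campaign, cut at about 14% in these data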;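 note: inhibitors block serine hydrolase probe labeling of LYPLA1 so polarization falls; 0% = enzyme with DMSO and 100% = wells lacking LYPLA1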
Target sequence (O75608 whole entry, looked up): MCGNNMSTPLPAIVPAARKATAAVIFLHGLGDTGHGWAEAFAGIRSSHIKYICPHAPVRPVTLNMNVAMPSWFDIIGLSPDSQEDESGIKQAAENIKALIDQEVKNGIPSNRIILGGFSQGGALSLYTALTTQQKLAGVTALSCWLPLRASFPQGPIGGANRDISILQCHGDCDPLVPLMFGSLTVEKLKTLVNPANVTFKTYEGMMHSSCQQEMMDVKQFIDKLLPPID
LYPLA2 inh: counter-screen for PME1 inhibitors: inhibitors of human LYPLA2. O95372. inhibition, % at 5.9 µM. hit rate 0.38% among 320,000. recombinant LYPLA2, FP-Rh probe fluorescence polarization;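 active = inhibition above the screen-wide mean plus 3 SD, limit set per campaign, cut at about 26% in these data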;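 note: 0% = LYPLA2 with DMSO and 100% = wells lacking LYPLA2 enzyme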
PREPL inhibitor: human PREPL enzyme inhibition; recombinant PREPL, fluorescence polarization activity-based probe; inhibition, % at 5.96 µM; hit rate 0.68% among 320,000; AID 2751; in the data active = inhibition above about 43%;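 note: 0% = enzyme with DMSO and 100% = wells lacking enzyme; many of its hits are not listed in these tables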
EBNA-1 inhibitor: blocks EBNA-1 binding to DNA; EBNA-1 DNA binding, fluorescence polarization; inhibition, % at 14.8 µM; hit rate 0.34% among 300,000; AID 1950; in the data active = inhibition above about 28%
PAFAH1B2 inh: inhibitors of human PAFAH1B2. hit rate 1.2% among 340,000. recombinant PAFAH1B2, FP-rhodamine activity probe, fluorescence polarization. inhibition, % at 3.39 µM. P68402;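 active = inhibition above the mean of all tested compounds plus 3 SD, cut at about 24% in these data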;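 note: 0% = enzyme with DMSO and 100% = wells lacking PAFAH1B2; many of its hits are not listed in these tables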
Target sequence (P68402 whole entry, looked up): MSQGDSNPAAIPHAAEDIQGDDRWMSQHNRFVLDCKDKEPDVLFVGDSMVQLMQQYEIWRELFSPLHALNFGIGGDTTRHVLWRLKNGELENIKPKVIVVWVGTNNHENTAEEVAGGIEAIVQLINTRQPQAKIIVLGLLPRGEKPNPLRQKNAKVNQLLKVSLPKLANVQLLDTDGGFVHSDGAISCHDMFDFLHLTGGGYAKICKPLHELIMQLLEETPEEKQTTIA
ZTA DNA inh: counter-screen for EBNA-1 inhibitors: inhibitors of Epstein-Barr virus ZTA; P03206; ZTA-DNA binding, fluorescence polarization; inhibition, % at 11 µM; hit rate 0.15% among 320,000; in the data active = inhibition above about 33%
Target sequence (P03206 whole entry, looked up): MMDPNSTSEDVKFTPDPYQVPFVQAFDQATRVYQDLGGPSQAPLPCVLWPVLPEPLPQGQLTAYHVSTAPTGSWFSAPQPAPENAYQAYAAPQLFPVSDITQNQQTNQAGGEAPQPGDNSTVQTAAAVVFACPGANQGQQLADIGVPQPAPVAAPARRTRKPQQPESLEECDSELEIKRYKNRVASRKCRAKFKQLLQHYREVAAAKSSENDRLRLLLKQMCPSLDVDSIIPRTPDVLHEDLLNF
pPAFAH FP inh: inhibitors of human plasma PAF acetylhydrolase (pPAFAH) | AID 463082 | hit rate 1.5% among 330,000 | recombinant pPAFAH, FP-rhodamine probe fluorescence polarization | inhibition, % at 3.39 µM | Q13093;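 active = inhibition above the mean inhibition across the screen plus 3 SD, cut at about 25% in these data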;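 note: inhibitors block binding of the rhodamine activity-based probe so polarization drops; 0% = enzyme with DMSO and 100% = wells lacking pPAFAH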
PAFAH1B3 FP inh: PAFAH1B3 (human) inhibition; Q15102; inhibition, % at 3.39 µM; hit rate 0.28% among 340,000; recombinant PAFAH1B3, FP-rhodamine probe, fluorescence polarization;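 active = inhibition above the screen-wide average of all tested compounds plus 3 SD, cut at about 25% in these data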;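 note: 0% = enzyme with DMSO only and 100% = wells lacking PAFAH1B3 protein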
Target sequence (Q15102 whole entry, looked up): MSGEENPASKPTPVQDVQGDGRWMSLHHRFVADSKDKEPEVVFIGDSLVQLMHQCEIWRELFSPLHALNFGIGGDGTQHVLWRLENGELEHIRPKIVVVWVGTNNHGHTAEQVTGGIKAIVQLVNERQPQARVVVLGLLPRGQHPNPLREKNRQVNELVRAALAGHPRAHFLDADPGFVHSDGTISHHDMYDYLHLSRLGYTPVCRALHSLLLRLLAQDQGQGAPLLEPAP
An asterisk follows results filed as active; nt = no result given. Some of the compounds tested; rates above refer to the full screens.

SMILES	PAFAH2 FP inh	LYPLA1 counter	LYPLA2 inh	PREPL inhibitor	EBNA-1 inhibitor	PAFAH1B2 inh	ZTA DNA inh	pPAFAH FP inh	PAFAH1B3 FP inh
CCCCn1c(N)c(N(CCOC)C(=O)c2oc3ccc(OCC)cc3c2C)c(=O)[nH]c1=O	-2	-1	5	4	-4	-2	1	2	4
Cn1c(SCc2ccc3c(c2)OCO3)nnc1-c1ccccc1	2	4	0	26	-1	1	11	7	-2
CCOC(=O)C1=C(C)Nc2ccc(C)cc2S1	4	-3	3	0	4	7	10	0	-4
CCOc1ccccc1NC(=O)CN(c1ccc(OC)cc1)S(=O)(=O)c1c(C)[nH]c(=O)[nH]c1=O	8	0	6	3	-3	3	-20	0	3
O=C(NC(Cc1ccccc1)C(=O)O)/C(=C/c1cccc([N+](=O)[O-])c1)NC(=O)c1cccc(Br)c1 (stereo unspecified)	4	3	5	2	0	6	4	9	0
O=C(Cc1ccccc1)NCCN1CCCC1	1	-2	-9	-7	0	7	5	2	6
COc1ccc(-n2c(SC(C)C(=O)N3CCOCC3)nc3ccccc3c2=O)cc1 (stereo unspecified)	1	-1	1	4	10	-1	6	2	-3
O=C(Nc1ccccc1-c1ccccc1)NC1CCN(C(=O)N2CCOCC2)CC1	-3	-1	4	3	-5	2	-3	1	-3
Cc1ccc(S(=O)(=O)c2cnc(-c3ccccc3)nc2N2CCCCC2)cc1	6	-4	-8	-2	-2	-1	11	1	4
Cc1ccc(-c2n[nH]c(=O)c3ccccc23)cc1N	3	0	-1	18	-6	3	1	-1	5
CCOc1cc(C(=O)NC2CCCCCCC2)cc(OCC)c1OCC	8	0	4	0	-11	2	0	4	7
CCN(C(=O)COC(=O)CNS(=O)(=O)c1ccccc1)c1ccccc1	-2	0	-3	25	-15	13	-10	1	8
Cn1c(-c2ccc3c(c2)OCO3)c(C(=O)O)c(=O)c2ccccc21	-3	-2	-3	-1	3	0	7	-3	1
CC1CC2(CCCC2)N(C(=O)N(C)C)c2ccc(F)cc21 (stereo unspecified)	1	2	-2	0	8	7	2	7	5
COc1ccc(-n2cc([N+](=O)[O-])c(=O)c3ccc(Cl)cc32)cc1	-1	7	2	8	1	-2	-16	2	0
CCOCC(=O)Nc1cccc(Br)c1	-12	0	2	0	-12	-1	-7	-5	4
c1ccc(CN2CCN(C(c3ccccc3)c3ccccc3)CC2)cc1	3	-2	-2	-5	-8	2	0	-4	5
CC(=O)Nc1ccc(S(=O)(=O)NCCCc2ccccc2)cc1	7	-2	4	2	-7	8	3	-8	2
O=C(COc1ccc(F)cc1Br)NCCCN1CCCC1=O	2	nt	nt	6	nt	3	nt	-2	2
O=C(/C=C/c1ccc(OCCCF)cc1)Nc1ccnc(-c2ccncc2)n1	-2	-3	-5	1	-2	-2	14	3	-5

Ordered by count of non-hydrogen atoms (high to low): part of the list above
SMILES	PAFAH2 FP inh	LYPLA1 counter	LYPLA2 inh	PREPL inhibitor	EBNA-1 inhibitor	PAFAH1B2 inh	ZTA DNA inh	pPAFAH FP inh	PAFAH1B3 FP inh
O=C(NC(Cc1ccccc1)C(=O)O)/C(=C/c1cccc([N+](=O)[O-])c1)NC(=O)c1cccc(Br)c1 (stereo unspecified)	4	3	5	2	0	6	4	9	0
Cc1ccc(S(=O)(=O)c2cnc(-c3ccccc3)nc2N2CCCCC2)cc1	6	-4	-8	-2	-2	-1	11	1	4
CC(=O)Nc1ccc(S(=O)(=O)NCCCc2ccccc2)cc1	7	-2	4	2	-7	8	3	-8	2

Next records
SMILES	PAFAH2 FP inh	LYPLA1 counter	LYPLA2 inh	PREPL inhibitor	EBNA-1 inhibitor	PAFAH1B2 inh	ZTA DNA inh	pPAFAH FP inh	PAFAH1B3 FP inh
CCCCNC(=S)N(C)/N=C/c1c(C)[nH]c2ccccc12	-3	-1	-1	10	1	5	-6	4	2
O=C(CC1C(=O)NCCN1Cc1ccc(-c2ccccc2)cc1)NC1CCC1 (stereo unspecified)	5	-2	1	20	-2	6	-3	-4	7
CC(/C=N/NC(=O)Cc1cc(=O)[nH][nH]1)=C\c1ccccc1	-4	3	-1	16	3	9	5	54*	1
O=C1NC2(CCCCC2)C(=O)N1CCS(=O)(=O)Oc1ccccc1	3	-2	-6	9	-10	5	11	-6	4
c1ccc(-n2c(-c3ccncc3)nnc2-c2cccs2)cc1	-5	-1	6	-4	-11	0	-7	2	5
O=CNNC(=O)c1cccc([N+](=O)[O-])c1	5	1	4	-1	-4	1	-1	1	4
CCCNC(=O)NC(=O)COC(=O)c1oc2ccc(OCC)cc2c1C	0	-4	-4	-7	6	-3	14	-3	-3
COc1ccc(C2c3ccc(O)cc3Oc3ncn(Cc4ccco4)c(=N)c32)cc1OC (stereo unspecified)	5	-1	-2	5	5	5	1	6	5
Clc1ccc(-c2n[nH]c3c2Cc2ccccc2-3)cc1Cl	nt	-2	4	-11	3	nt	-9	1	nt
CCn1c(O)c(C=NC2CCCC2)sc1=S	-5	-2	-2	4	4	1	-4	9	2
CN1CCN(C(=O)c2ccc(CN(c3ccccc3)S(=O)(=O)c3ccccc3)cc2)CC1	9	-2	0	8	1	3	6	2	7
CSCCC(NC(=O)c1ccc(Cl)cc1Cl)C(=O)OC1CCCCC1=O (stereo unspecified)	5	0	4	0	-15	1	9	2	3
CC[C@]12c3[nH]c4ccccc4c3CCN1C(=O)C(CC(=O)NCCN1CCOCC1)C[C@@H]2C(=O)N1CCN(C(=O)C2CC2)CC1 (stereo partly specified)	-1	nt	nt	7	nt	1	nt	4	5
Cc1cccc(Oc2nc(-c3ccncc3)nc3ccccc23)c1	2	-3	-4	-10	3	3	5	10	4
COc1ccc(NC(=S)NCc2ccc(S(N)(=O)=O)cc2)cc1OC	4	1	5	1	2	8	14	-2	8
Cc1cccc(OCC(=O)O/N=C(\N)c2ccncc2)c1	-2	-1	4	2	1	2	-4	6	9
Cc1ccc2nc(-c3ccc(NC(=O)COC(=O)c4ccc([N+](=O)[O-])o4)cc3)sc2c1	-2	-7	-9	4	-1	1	7	6	-2
COC(=O)CC1C(=O)NCCN1C(=O)CSc1nnnn1-c1ccc(OC)cc1 (stereo unspecified)	10	3	0	-3	-2	6	-7	2	13
O=c1cc(-c2ccccc2Cl)oc2c(NS(=O)(=O)c3cc(Cl)cc(Cl)c3O)ccc(O)c12	12	-14	-24	12	24	13	16	41*	14
Cc1cc(C)cc(C(=O)NCC(=O)OCC(=O)NC2CCCc3ccccc32)c1 (stereo unspecified)	4	nt	nt	28	nt	-2	nt	5	6
O=C(Nc1ccccc1F)c1ccccc1C(=O)Nc1ccccc1F	nt	0	1	-3	4	nt	5	3	nt
O=C(CSc1ncc(C(F)(F)F)cc1Cl)N1CCN(S(=O)(=O)c2ccc3ccccc3c2)CC1	2	-3	-3	10	0	3	10	9	-4
Cc1ccc(CNC(=O)c2cc(-c3ccccc3)n(Cc3cc(C)no3)n2)cc1	3	-2	-1	3	6	4	0	5	11
Cc1occc1-c1nc(-c2ccccn2)no1	-2	0	-4	-7	0	6	19	7	18
CC(C)CC(c1nnnn1Cc1cccs1)N1CCN(c2nc3ccccc3s2)CC1 (stereo unspecified)	2	3	3	44*	7	3	0	0	8
CCN(CC)S(=O)(=O)c1ccc(OC)c(NC(=O)CSc2cc(C)ccc2C)c1	-5	-6	-8	1	-9	1	-7	4	-1
Cc1ccc2nnc(Cl)n2n1	2	2	2	17	4	0	-13	-2	15
O=C(COc1ccccc1)Nc1ccc(S(=O)(=O)Nc2ccccn2)cc1	-2	4	8	20	4	7	-11	4	1
CC(C)c1cccc(C(C)C)c1NC(=O)COC(=O)c1ccc(OCC(=O)Nc2cccc(C(F)(F)F)c2)cc1	18	-2	-6	-3	3	-26	-10	-2	-37
O=C1CC(C2CCCO2)C(=O)N1Cc1ccccc1 (stereo unspecified)	6	2	3	-3	-5	-4	5	-5	1
Nc1nc(OCc2ccccc2)c2[nH]cnc2n1	-1	3	5	16	11	-2	-6	1	13
Cc1nn(-c2ccccc2)c(N)c1C1(O)C(=O)N(C(C)C)c2ccccc21 (stereo unspecified)	6	-6	-7	8	-21	-1	-13	-4	5

Reformatted field by field: part of the list above.
CC(C)CC(c1nnnn1Cc1cccs1)N1CCN(c2nc3ccccc3s2)CC1 (stereo unspecified)
- PAFAH2 FP inh = 2
- LYPLA1 counter = 3
- LYPLA2 inh = 3
- PREPL inhibitor = 44*
- EBNA-1 inhibitor = 7
- PAFAH1B2 inh = 3
- ZTA DNA inh = 0
- pPAFAH FP inh = 0
- PAFAH1B3 FP inh = 8

CCN(CC)S(=O)(=O)c1ccc(OC)c(NC(=O)CSc2cc(C)ccc2C)c1
- PAFAH2 FP inh = -5
- LYPLA1 counter = -6
- LYPLA2 inh = -8
- PREPL inhibitor = 1
- EBNA-1 inhibitor = -9
- PAFAH1B2 inh = 1
- ZTA DNA inh = -7
- pPAFAH FP inh = 4
- PAFAH1B3 FP inh = -1

Cc1ccc2nnc(Cl)n2n1
- PAFAH2 FP inh = 2
- LYPLA1 counter = 2
- LYPLA2 inh = 2
- PREPL inhibitor = 17
- EBNA-1 inhibitor = 4
- PAFAH1B2 inh = 0
- ZTA DNA inh = -13
- pPAFAH FP inh = -2
- PAFAH1B3 FP inh = 15

O=C(COc1ccccc1)Nc1ccc(S(=O)(=O)Nc2ccccn2)cc1
- PAFAH2 FP inh = -2
- LYPLA1 counter = 4
- LYPLA2 inh = 8
- PREPL inhibitor = 20
- EBNA-1 inhibitor = 4
- PAFAH1B2 inh = 7
- ZTA DNA inh = -11
- pPAFAH FP inh = 4
- PAFAH1B3 FP inh = 1

Some of these compounds in order of the PAFAH1B2 inh value, smallest number first.
mol | PAFAH2 FP inh | PREPL inhibitor | EBNA-1 inhibitor | PAFAH1B2 inh | pPAFAH FP inh | PAFAH1B3 FP inh
O=C(/C=C/c1ccc(OCCCF)cc1)Nc1ccnc(-c2ccncc2)n1 | -2 | 1 | -2 | -2 | 3 | -5
Cc1nn(-c2ccccc2)c(N)c1C1(O)C(=O)N(C(C)C)c2ccccc21 (stereo unspecified) | 6 | 8 | -21 | -1 | -4 | 5
O=C(NC(Cc1ccccc1)C(=O)O)/C(=C/c1cccc([N+](=O)[O-])c1)NC(=O)c1cccc(Br)c1 (stereo unspecified) | 4 | 2 | 0 | 6 | 9 | 0

Single records (already shown):
COc1ccc(NC(=S)NCc2ccc(S(N)(=O)=O)cc2)cc1OC reads PAFAH2 FP inh = 4; LYPLA1 counter = 1; LYPLA2 inh = 5; PREPL inhibitor = 1; EBNA-1 inhibitor = 2; PAFAH1B2 inh = 8; ZTA DNA inh = 14; pPAFAH FP inh = -2; PAFAH1B3 FP inh = 8
CCn1c(O)c(C=NC2CCCC2)sc1=S reads PAFAH2 FP inh = -5; LYPLA1 counter = -2; LYPLA2 inh = -2; PREPL inhibitor = 4; EBNA-1 inhibitor = 4; PAFAH1B2 inh = 1; ZTA DNA inh = -4; pPAFAH FP inh = 9; PAFAH1B3 FP inh = 2
